High-throughput results from PubChem BioAssay.
PAFAH1B2 FP inh = blocks human PAF acetylhydrolase 1b catalytic subunit 2. P68402. recombinant PAFAH1B2, FP-rhodamine activity probe, fluorescence polarization. inhibition, % at 3.39 µM. actives 1.2% (n = 340,000);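 active means inhibition above the mean of all tested compounds plus 3 SD, cut at about 24% in these data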;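 further: 0% = enzyme with DMSO and 100% = wells lacking PAFAH1B2; many of its hits are not listed in these tables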
EBNA-1 inhibitor = blocks EBNA-1 binding to DNA; inhibition, % at 14.8 µM; EBNA-1 DNA binding, fluorescence polarization; actives 0.34% (n = 300,000); in the data active means inhibition above about 28%
pPAFAH inh = pPAFAH (human) enzyme inhibition; Q13093; recombinant pPAFAH, FP-rhodamine probe fluorescence polarization; inhibition, % at 3.39 µM; actives 1.5% (n = 330,000); AID 463082;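 active means inhibition above the mean inhibition across the screen plus 3 SD, cut at about 25% in these data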;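 further: inhibitors block binding of the rhodamine activity-based probe so polarization drops; 0% = enzyme with DMSO and 100% = wells lacking pPAFAH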
PAFAH2 FP inh = inhibitors of human PAFAH2; actives 0.99% (n = 340,000); AID 492956; recombinant PAFAH2, FP-rhodamine activity probe, fluorescence polarization; inhibition, % at 3.39 µM;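 active means inhibition above the mean over all tested compounds plus 3 SD, cut at about 30% in these data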;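 further: inhibitors block probe labeling of enzyme so polarization drops; 0% = enzyme with DMSO and 100% = wells lacking PAFAH2 protein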
ZTA counter = blocks Epstein-Barr virus ZTA, an EBNA-1 counter-screen. ZTA-DNA binding, fluorescence polarization. actives 0.15% (n = 320,000). inhibition, % at 11 µM. AID 2234. P03206; in the data active means inhibition above about 33%
PAFAH1B3 inh = inhibitors of human PAFAH1B3 | inhibition, % at 3.39 µM | recombinant PAFAH1B3, FP-rhodamine probe, fluorescence polarization | actives 0.28% (n = 340,000);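 active means inhibition above the screen-wide average of all tested compounds plus 3 SD, cut at about 25% in these data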;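 further: 0% = enzyme with DMSO only and 100% = wells lacking PAFAH1B3 protein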
PREPL inhibitor = inhibits the human prolyl oligopeptidase-like enzyme. Q4J6C6. recombinant PREPL, fluorescence polarization activity-based probe. inhibition, % at 5.96 µM. actives 0.68% (n = 320,000). AID 2751; in the data active means inhibition above about 43%;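 further: 0% = enzyme with DMSO and 100% = wells lacking enzyme; many of its hits are not listed in these tables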
Target sequence (Q4J6C6 whole entry, looked up): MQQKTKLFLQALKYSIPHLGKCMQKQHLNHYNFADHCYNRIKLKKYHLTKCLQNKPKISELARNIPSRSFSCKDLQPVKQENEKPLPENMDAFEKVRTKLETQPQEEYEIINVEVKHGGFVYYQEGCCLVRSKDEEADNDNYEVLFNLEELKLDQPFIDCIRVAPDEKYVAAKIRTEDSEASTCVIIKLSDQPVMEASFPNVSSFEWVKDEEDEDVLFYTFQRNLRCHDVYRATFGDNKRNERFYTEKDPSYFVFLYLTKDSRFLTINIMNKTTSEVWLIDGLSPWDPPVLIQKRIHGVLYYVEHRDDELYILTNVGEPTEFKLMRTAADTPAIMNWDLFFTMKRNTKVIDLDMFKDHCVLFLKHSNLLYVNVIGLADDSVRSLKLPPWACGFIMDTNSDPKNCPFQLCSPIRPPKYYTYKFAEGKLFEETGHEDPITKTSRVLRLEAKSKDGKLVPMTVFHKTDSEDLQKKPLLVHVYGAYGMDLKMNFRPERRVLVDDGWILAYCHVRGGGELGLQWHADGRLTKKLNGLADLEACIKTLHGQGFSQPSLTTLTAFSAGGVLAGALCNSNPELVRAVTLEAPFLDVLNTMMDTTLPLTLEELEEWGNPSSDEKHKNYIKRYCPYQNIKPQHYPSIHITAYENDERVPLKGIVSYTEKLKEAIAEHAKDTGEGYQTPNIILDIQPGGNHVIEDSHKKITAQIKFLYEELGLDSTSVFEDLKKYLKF
LYPLA1 counter = blocks human lysophospholipase 1, a PME1 counter-screen; O75608; AID 2174; inhibition, % at 5.9 µM; actives 0.16% (n = 320,000); recombinant LYPLA1, FP-Rh probe fluorescence polarization;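 active means inhibition above the mean of all tested compounds plus 3 SD, set per campaign, cut at about 14% in these data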;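 further: inhibitors block serine hydrolase probe labeling of LYPLA1 so polarization falls; 0% = enzyme with DMSO and 100% = wells lacking LYPLA1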
LYPLA2 inh = LYPLA2 (human) inhibition in PME1 counter-screen. inhibition, % at 5.9 µM. AID 2177. actives 0.38% (n = 320,000). O95372. recombinant LYPLA2, FP-Rh probe fluorescence polarization;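 active means inhibition above the screen-wide mean plus 3 SD, limit set per campaign, cut at about 26% in these data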;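 further: 0% = LYPLA2 with DMSO and 100% = wells lacking LYPLA2 enzyme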
Target sequence (O95372 whole entry, looked up): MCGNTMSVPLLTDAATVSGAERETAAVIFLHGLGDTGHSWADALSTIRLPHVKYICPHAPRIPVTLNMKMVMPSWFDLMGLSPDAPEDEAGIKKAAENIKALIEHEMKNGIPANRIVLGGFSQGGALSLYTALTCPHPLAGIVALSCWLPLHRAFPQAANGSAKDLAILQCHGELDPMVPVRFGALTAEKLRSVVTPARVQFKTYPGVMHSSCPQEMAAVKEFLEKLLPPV
Starred values were filed as active, the others as inactive; . = not tested or not shown.

SMILES	PAFAH1B2 FP inh	EBNA-1 inhibitor	pPAFAH inh	PAFAH2 FP inh	ZTA counter	PAFAH1B3 inh	PREPL inhibitor	LYPLA1 counter	LYPLA2 inh
CC1(C)Cc2c(cnn2-c2ccc(F)cc2)C(NC(=O)c2ccco2)C1 (stereo unspecified)	1	10	-1	0	-7	3	7	0	4
C/C(=N/O)c1ccc2c(c1)OCCOCCOc1cc(/C(C)=N/O)ccc1OCCOCCO2	1	15	5	3	11	2	10	-2	-1
COc1ccc(CN2C(=O)CCC2(C)C(=O)NC2CCCCCC2)cc1 (stereo unspecified)	-1	2	4	1	-2	8	10	0	-4
CC(=O)N(c1ccccc1)C1SC(=O)N(c2ccccc2)C1=O (stereo unspecified)	-2	-1	-1	20	-19	13	9	-2	-3
O=C1CCCN1C(=O)CCC(=O)N1CCCC1=O	-2	6	-1	-4	-7	-5	13	3	1
Cc1cc([N+](=O)[O-])nn1CCCC(=O)NCc1ccccc1	0	-6	-1	5	2	4	8	4	9
COc1ccc(-c2nc3c(Br)c(N)c(Br)cc3o2)cc1	4	19	15	1	2	-4	11	-5	-10
O=C(c1ccc(F)cc1)C1CCN(C(=O)c2c(F)cccc2F)CC1	4	-11	5	-8	3	-5	-4	3	10
O=[N+]([O-])c1ccc(NC(=S)N2CCOCC2)cc1	-1	-4	1	2	-6	-2	1	-1	1
COc1ccc(S(=O)(=O)NCC(=O)N(CC(=O)NC(C)(C)C)Cc2cccs2)cc1	7	-6	-1	7	-5	5	5	3	-4
COc1ccc(Cl)cc1N(CC(=O)Nc1ccccc1C(=O)N1CCOCC1)S(C)(=O)=O	-3	9	7	4	3	11	-4	3	5
CC1=NN(C(=O)c2ccc(C)o2)C(O)(c2ccccc2)C1 (stereo unspecified)	-6	9	4	6	14	-1	9	2	3
C=CCC(CC=C)(NC(=O)c1cccc(C)c1)c1ccccc1	3	11	5	-6	10	3	-7	-2	-1
COc1cccc(-c2cc(C(=O)NCCCN3CCOCC3)no2)c1	-2	8	7	1	9	1	4	-2	-2
O=C(O)Cn1cnc2c(=S)nc[nH]c21	1	11	0	-1	6	2	1	0	5
COc1ccc(-c2ccc(CCC(=O)O)n2-c2ccccc2OC)cc1	9	-1	3	11	4	13	12	0	-1
COc1ccc(-c2cc(-c3cc(C)ccc3O)[nH]n2)cc1	5	-14	-10	5	-7	3	24	-24	-21
O=C(C1CCOCC1)N1CCCC(N2CCN(c3cccc(C(F)(F)F)c3)CC2)C1 (stereo unspecified)	0	0	0	-3	10	-3	8	1	15
CCCSc1ccc([C@@H]2[C@@H]3C(=O)N(C)C(=O)[C@@H]3[C@]3(C(=O)OC)CCCCN23)cc1OC	5	1	9	4	-4	12	1	1	7
Cc1ccc(C(=O)OCC(=O)Nc2cc(S(=O)(=O)N3CCOCC3)ccc2C)cc1	1	2	5	68*	-2	3	6	-1	0
O=C(Nc1ccc(F)cc1)C1CCCN1S(=O)(=O)c1cccc2nsnc12 (stereo unspecified)	6	6	2	2	15	3	-3	-7	-9
COc1cccc(CC2(CO)CCCN(Cc3cn(C)c4ccccc34)C2)c1 (stereo unspecified)	2	-3	0	8	10	3	27	-2	3
O=C(c1cccc([N+](=O)[O-])c1)N1CCN(c2n[nH]c(=O)[nH]c2=O)CC1	-1	-7	7	4	-14	7	9	3	4
COc1ccc(CC(=O)OCC(=O)Nc2ccc3c(c2)OCCO3)cc1OC	-2	-2	4	2	-22	6	15	3	11
COC(=O)N/N=C/c1cc(Cl)cc(Cl)c1OCc1ccc(F)cc1	2	-4	-8	-9	-4	-4	-5	-5	-4
CCOc1cc(N2CCOCC2)c(OCC)cc1NC(=O)COC(=O)COc1ccc(C#N)cc1	3	8	17	-1	-5	1	2	6	0
Cc1cccc(C)c1NC(=O)c1cc(-c2ccccn2)nc2ccccc12	-2	5	3	-3	-12	0	0	4	10
CC(c1ccon1)N(C)C(=O)CCc1nnc(CCCCc2ccccc2)o1 (stereo unspecified)	4	0	8	5	4	7	7	2	5
CC1(OC(=O)c2cccs2)C(=O)C=C2C=C(c3ccsc3)OC=C2C1=O (stereo unspecified)	.	2	56*	.	-7	.	6	2	-1
COc1ccc(/C=C/C(=O)NC(=S)NNC(=O)c2cc(OC)c(OC)c(OC)c2)cc1OC	.	-1	2	.	2	.	3	-5	-2

Two neighbouring compounds already listed, for reference:
SMILES	PAFAH1B2 FP inh	EBNA-1 inhibitor	pPAFAH inh	PAFAH2 FP inh	ZTA counter	PAFAH1B3 inh	PREPL inhibitor	LYPLA1 counter	LYPLA2 inh
O=C(Nc1ccc(F)cc1)C1CCCN1S(=O)(=O)c1cccc2nsnc12 (stereo unspecified)	6	6	2	2	15	3	-3	-7	-9
COc1cccc(CC2(CO)CCCN(Cc3cn(C)c4ccccc34)C2)c1 (stereo unspecified)	2	-3	0	8	10	3	27	-2	3

Going on with the list.
SMILES	PAFAH1B2 FP inh	EBNA-1 inhibitor	pPAFAH inh	PAFAH2 FP inh	ZTA counter	PAFAH1B3 inh	PREPL inhibitor	LYPLA1 counter	LYPLA2 inh
COC(=O)c1ccc(N=NNc2ccc(C(=O)OC)cc2)cc1	2	1	4	-3	-16	0	1	0	-2
CC1CCC2(CC1)NC(=O)N(CC(=O)c1ccc[nH]1)C2=O (stereo unspecified)	5	-8	4	-1	-16	3	1	2	9
CN(C)S(=O)(=O)c1ccc(N2CCCC2)c(C(=O)Nc2ccc(F)cc2F)c1	5	-13	0	12	-14	2	23	-3	-2
O=C1CCC(C(=O)N2CCC(CO)(Cc3ccc(Cl)cc3)CC2)=NN1	5	-4	6	-1	-9	3	1	3	4
CS(=O)(=O)N1CCN(c2ccc(NC(=O)C(c3ccccc3)c3ccccc3)cc2)CC1	2	2	4	3	7	5	15	0	1
Cc1cc(NC(=O)CSCCO)no1	6	1	0	-1	4	3	11	-4	7
COc1ccccc1C1CC(=O)Oc2cc(OC)c(OC)c(OC)c21 (stereo unspecified)	2	.	11	-1	.	9	.	.	.
Cc1[nH]c(=O)cc2ccccc12	4	2	-1	-2	0	3	12	1	-8
COc1ccccc1NC(=O)CSc1ccc(-c2ccco2)nn1	-1	9	5	3	-2	1	3	-3	1
CCCCCCN=CC1=C(O)CC(C)(C)CC1=O	5	-3	7	-3	8	6	3	-1	-6
O=C(/C=C/c1ccc(-c2ccccc2[N+](=O)[O-])o1)c1ccccc1	4	14	14	-4	20	0	18	2	6
CCOC(=O)C1CCCN(Cc2cc(Br)c(OC)cc2OC)C1 (stereo unspecified)	2	-12	-1	-1	-9	8	4	4	2
O=C(Nc1ccc(OC(F)(F)F)cc1)C1CC(c2ccc(F)cc2)=NO1 (stereo unspecified)	6	-12	2	-1	-18	-1	-11	-5	3
CC(=O)Nc1ccc(/C=N/NC(=O)c2cccc(S(=O)(=O)N3CCOCC3)c2)cc1	2	2	0	12	-7	11	-2	-3	1
Cc1nn(C(=O)c2cccc([N+](=O)[O-])c2)c(C)c1Br	1	-8	1	-11	-5	4	-9	-1	-2
CCCNC(=O)C1(CC2CC(c3ccccc3)=NO2)CCN(C(=O)C2CCCC2)CC1 (stereo unspecified)	4	5	-5	5	-20	11	11	5	2
COc1cccc(/C=N/Nc2ncnc(Cl)c2N)c1O	7	-1	2	5	9	4	8	-3	-2
CCCCCCc1cc2cc(-c3nnc(-c4cc(OC)c(OC)c(OC)c4)o3)c(=O)oc2cc1O	.	10	5	.	15	.	10	-5	-3
Cc1ccccc1NC(=O)Cc1cccc(C(F)(F)F)c1	0	-8	-1	2	4	3	1	2	-2
O=C(Cn1cc(S(=O)(=O)Cc2cccc(F)c2)c2ccccc21)N1CCOCC1	0	6	11	2	2	-2	6	0	-1
C/C(=N\NC(=O)c1cc(C)nc2ccccc12)c1ccco1	0	2	0	5	-10	9	1	2	8
NC(=O)c1c(-c2cccs2)csc1N	.	11	14	.	23	.	2	1	-3
NC1=NC[C@@H](Cc2ccc(O)cc2)N1CCC12CC3CC(CC(C3)C1)C2	0	1	2	-1	11	-1	6	0	-1
CC1CCCCN1CCNC(=O)c1ccc2c(c1)N(Cc1cccc(Cl)c1)C(=O)c1ccccc1S2=O (stereo unspecified)	2	-11	-7	3	-23	0	26	-7	-3
COc1ccc(OCCN(C)C(=O)c2cccc(S(=O)(=O)N(C)c3ccccc3)c2)cc1	2	.	2	2	-3	-4	16	0	10
Cc1ccc(C(=O)NCc2ccncc2)cc1S(=O)(=O)N1CCCCC1	4	1	-1	2	-10	-4	1	-3	2
Cc1nnc2n(-c3ccccc3)c(=O)c3c4c(sc3n12)CCCC4	2	12	9	1	-6	8	2	0	4
O=C(COC(=O)c1cc([N+](=O)[O-])ccc1NCCO)NCc1cccs1	4	9	-1	5	9	6	7	-1	11
CCOC(=O)Nc1ccc2c(c1)N(C(=O)CN1CCN(CCO)CC1)c1ccccc1CC2	0	-1	3	2	-11	2	-2	0	-1
CCOC(=O)c1ccccc1NC(=O)COC(=O)C1=COCCO1	1	-28	1	5	-6	-1	8	0	-2
CC(=O)Nc1nnc(SCC(=O)NCC2CCCO2)s1 (stereo unspecified)	2	-1	0	2	10	13	6	-1	0
Cc1cc(NC(=O)Cn2cc(C(F)(F)F)cc(Cl)c2=O)no1	7	-3	5	-6	2	6	3	-1	9
O=C1CCCN1CCCNC(=S)Nc1ccccc1	.	11	-2	.	-3	.	8	3	3
C=CCC1c2cccc(C(=O)O)c2C(=O)N1c1cccc(OC)c1 (stereo unspecified)	1	-1	6	1	-13	2	0	0	4
CN(C)CCCN(C(=O)c1ccco1)c1nc2cc3c(cc2s1)OCO3	-9	10	2	-12	-8	6	-77	4	4
CCOc1ccc(NC(=O)N2CCN(C(=O)c3ccco3)CC2)cc1	-5	7	9	0	-2	0	1	2	7
CC1CCCC(C)N1CCCNC(=O)c1ccc2nc(N3CCCCC3)sc2c1 (stereo unspecified)	7	-8	2	3	-15	-4	4	6	2
O=C(NC1CCCC1)C(c1ccc(Cl)cc1)N1CCc2ccccc21 (stereo unspecified)	-7	1	-1	4	-1	-6	7	3	2
CC1(C)Cc2c(cnn2-c2ccccc2)C(NC(=O)c2ccoc2)C1 (stereo unspecified)	1	1	-7	-1	0	-3	12	-6	-3
Cn1cccc1C(=O)OCC(=O)N1CC(=O)Nc2ccccc21	4	-9	2	9	-8	0	-1	2	6
Cc1ccc(C(=O)CNc2ccc(Br)cc2)cc1	5	6	4	-1	-6	3	21	-5	1
COC(=O)COc1cccc2c(=O)n(CC(=O)NCc3ccc(F)cc3)ccc12	1	-3	-1	10	13	0	12	-2	-7
CC(C)[C@H]1CN=C2N(CCNC(=O)CCC3CCCCC3)[C@H](Cc3ccc(O)cc3)CN21	3	4	4	5	-9	10	14	4	0
Cc1noc(C)c1C(=O)OCC(=O)Nc1ncc(Cl)c(C)c1Cl	3	.	12	5	.	6	16	.	.
O=C(COc1ccccc1)Nc1nc(-c2ccc(S(=O)(=O)N3CCOCC3)cc2)cs1	-7	-1	-4	-31	-1	-8	2	-32	-48
N=c1c2c(ncn1Cc1ccco1)Oc1c(ccc3ccccc13)C2c1ccccc1 (stereo unspecified)	0	-9	-7	10	13	-3	-2	-15	-22
COc1cccc(C(=O)NC(=S)Nn2cnnc2)c1OC	2	9	1	2	14	7	-4	-5	2
CN(CC(O)COC(c1ccccc1)c1ccccc1)C1CCCCC1 (stereo unspecified)	5	-8	4	1	1	7	3	-2	-1

Full records, looked up by structure. Order of screens: PAFAH1B2 FP inh	EBNA-1 inhibitor	pPAFAH inh	PAFAH2 FP inh	ZTA counter	PAFAH1B3 inh	PREPL inhibitor	LYPLA1 counter	LYPLA2 inh
O=C(COc1ccccc1)Nc1nc(-c2ccc(S(=O)(=O)N3CCOCC3)cc2)cs1 across the screens: -7	-1	-4	-31	-1	-8	2	-32	-48
CN(CC(O)COC(c1ccccc1)c1ccccc1)C1CCCCC1 (stereo unspecified) across the screens: 5	-8	4	1	1	7	3	-2	-1

An excerpt, so the mix of outcomes need not match the whole.
